Screens (PubChem BioAssay)
STAT1 inh: STAT1 signaling inhibition. NIH 3T3 STAT1-luciferase reporter, IFN-gamma, luminescence. inhibition, % at 5.5 µM. 0.35% of 200,000 active. AID 920;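 active = inhibition above a set limit, the mean inhibition across all tested compounds plus 3 SD, cut at about 34% in these data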;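 also: 0% = IFN-gamma with DMSO and 100% = IFN-gamma with 300 µM nifuroxazide; values of inactives mirror those of a sister screen read the other way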
STAT3 activator: increases IL-6 driven STAT3 reporter signal | U3A cells, IL-6 STAT3-luciferase reporter, luminescence; 100% = signal with IL-6 EC80 alone | activation (% of control), % at 5.6 µM | 0.91% of 190,000 active | AID 871;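 active = activation above the screen-wide mean of compound activation plus 3 SD, cut at about 130% in these data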;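 also: 0% = background luminescence of wells with medium and substrate only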
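Test system: human U3A cells carrying STAT3-luciferase construct; control set: IL-6-only wells as 100% reference; timing: compound pre-incubation 1 h before IL-6, then 6 h stimulation at 37 °C; also added: IL-6 stimulus at 33 ng/mL final; evaluation: % activation versus median of IL-6-stimulated wells; detection: reporter luminescence signal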
STAT3 blocker: reduces IL-6 driven STAT3 reporter signal; U3A cells, IL-6 STAT3-luciferase reporter, luminescence; host cell line lacks STAT1; inhibition, % at 5.5 µM; 0.89% of 190,000 active; AID 862;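 active = inhibition above the mean inhibition across all screened compounds plus 3 SD, cut at about 44% in these data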;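 also: 0% = DMSO only wells and 100% = 100 µM nifuroxazide control wells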
TNAP act hi DEA: TNAP (human) activation, high acceptor. 200,000 tested, under 10 active. purified TNAP, CDP-star luminescence, 1 M DEA, 30 min; stronger effect = higher value; 0 = EDTA background, 1 = DMSO-only activity. P05186. AID 1136. activation factor at 20 µM;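 active = activation factor at least 2 at 20 µM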
Target sequence (P05186 whole entry, looked up): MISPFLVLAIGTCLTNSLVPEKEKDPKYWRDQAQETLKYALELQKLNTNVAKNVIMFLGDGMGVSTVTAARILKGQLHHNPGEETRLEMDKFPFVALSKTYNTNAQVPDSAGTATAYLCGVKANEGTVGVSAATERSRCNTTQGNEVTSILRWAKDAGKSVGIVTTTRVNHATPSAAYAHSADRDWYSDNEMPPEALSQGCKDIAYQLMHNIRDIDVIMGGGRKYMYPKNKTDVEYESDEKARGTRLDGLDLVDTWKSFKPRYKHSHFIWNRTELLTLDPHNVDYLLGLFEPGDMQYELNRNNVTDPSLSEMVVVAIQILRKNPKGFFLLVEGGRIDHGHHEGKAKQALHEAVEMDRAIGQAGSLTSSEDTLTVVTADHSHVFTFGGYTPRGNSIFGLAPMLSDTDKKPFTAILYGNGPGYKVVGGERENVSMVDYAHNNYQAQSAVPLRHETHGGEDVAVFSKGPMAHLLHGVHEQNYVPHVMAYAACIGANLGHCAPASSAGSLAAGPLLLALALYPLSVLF
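Dosing: 20 µM single point. System: human TNAP. Amount: TNAP 1/800 final. Incubation: 30 min, room temperature. Read-out: TNAP activation factor scaled between EDTA and DMSO control wells. Signal: luminescence from CDP-star hydrolysis. Medium: 1 M DEA, pH 9.8, Mg2+, Zn2+. Control set: EDTA negative control, DMSO positive control.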
PPARg SRC3 recr: promotes SRC-3 coactivator recruitment by human PPARgamma; 0.26% of 200,000 active; biochemical PPARgamma/SRC-3 coactivator recruitment assay; AID 731; activation, % at 8 µM; P37231; in the data active = activation above about 23%;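 also: 0% = DMSO and 100% = reference agonist; some compounds past the cut are filed as inactive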
Target sequence (P37231 whole entry, looked up): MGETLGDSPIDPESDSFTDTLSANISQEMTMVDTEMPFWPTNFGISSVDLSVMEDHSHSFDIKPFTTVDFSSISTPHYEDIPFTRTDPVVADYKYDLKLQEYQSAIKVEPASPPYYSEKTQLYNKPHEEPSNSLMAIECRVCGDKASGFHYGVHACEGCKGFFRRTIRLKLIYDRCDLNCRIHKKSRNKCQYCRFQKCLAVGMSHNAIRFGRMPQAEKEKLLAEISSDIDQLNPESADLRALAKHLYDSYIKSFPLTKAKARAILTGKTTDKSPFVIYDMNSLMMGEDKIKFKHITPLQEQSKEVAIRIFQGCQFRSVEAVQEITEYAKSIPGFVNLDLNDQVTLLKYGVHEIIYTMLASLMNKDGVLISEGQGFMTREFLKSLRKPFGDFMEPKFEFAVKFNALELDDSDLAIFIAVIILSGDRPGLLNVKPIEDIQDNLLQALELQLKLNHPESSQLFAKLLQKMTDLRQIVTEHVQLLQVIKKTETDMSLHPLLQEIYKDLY
bIAP act: increases bovine intestinal alkaline phosphatase activity; purified bovine IAP, CDP-star luminescence, 30 min; stronger effect = higher value; fold of DMSO-control signal, blank-subtracted; activation factor at 20 µM; 0.17% of 200,000 active; AID 1016;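 active = activation factor of 2 or more at 20 µM, a signal rise over negative controls twice the positive control's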
bIAP inh: blocks bovine intestinal alkaline phosphatase activity. purified bovine IAP, CDP-star luminescence, 30 min. inhibition, % at 20 µM. 190,000 tested, under 10 active. AID 1019;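 active = over 50% inhibition of intestinal alkaline phosphatase at 20 µM in the single-dose screen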
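test system = bovine IAP enzyme | medium = DEA buffer 100 mM, pH 9.8, with MgCl2 1.0 mM, ZnCl2 0.02 mM | detection = luminescence | dosing = single compound dose of 20 µM, 2% DMSO final | incubation = 30 min reaction at room temperature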
SRC2 TRFRET art: flags TR-FRET format artefacts in PPARgamma SRC-2 recruitment agonist screen. TR-FRET artefact counter-screen; stronger effect = higher value. TR-FRET ratio at 8 µM. 0.4% of 200,000 active. AID 1049; in the data active = TR-FRET ratio above about 2000; also: inactives centre near 1500
PPARg SRC1 recr: agonists of human PPARgamma SRC-1 coactivator recruitment; P37231; PPARgamma-SRC-1 coactivator recruitment biochemical assay; activation, % at 8 µM; 0.41% of 200,000 active; in the data active = activation above about 19%;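 also: 0% = DMSO and 100% = reference agonist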
PPARg SRC2 recr: PPARgamma-driven SRC-2 recruitment agonism. activation, % at 8 µM. PPARgamma LBD-SRC-2 recruitment, biochemical. 0.34% of 200,000 active. AID 1032. P37231; in the data active = activation above about 22%;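 also: 0% = vehicle and 100% = reference agonist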
ROMK primary: human ROMK K+ channel modulation, primary screen; 2% of 130,000 active; Tet-inducible ROMK, thallium flux fluorescence; actives lie on both sides; B-score at 10 µM;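 active = signal ratio slope over the read window, or its plate-corrected B-score, at least 3 SD from the plate mean, either direction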;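 also: B-score of the F/F0 ratio slope over 7 to 12 s after thallium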
An asterisk follows results filed as active; · = not tested or not shown.

Fields: bIAP act | ROMK primary | STAT1 inh | bIAP inh | SRC2 TRFRET art | PPARg SRC2 recr | STAT3 blocker | PPARg SRC1 recr | TNAP act hi DEA | PPARg SRC3 recr | STAT3 activator
- CCOc1ccc(-n2c(SCC(=O)NCc3ccco3)nc3c([nH]c4ccccc43)c2=O)cc1
    · | -0.25 | 5 | · | 1367 | 0 | 3 | 0 | · | -2 | 100
- Cc1ccccc1NC(=O)c1c2c(nc3ccccc13)CCC2
    1.1 | 0.9 | -4 | -5 | 1328 | 2 | -7 | -6 | 1.1 | 1 | 105
- COc1ccccc1NC(=S)NC(C)=O
    1.1 | -0.12 | -3 | -10 | 1393 | -7 | 10 | -7 | 1 | -3 | 100
- Cn1c(=O)c2c(nc(N/N=C/c3ccc(OC(=O)c4ccco4)cc3)n2Cc2ccccc2Cl)n(C)c1=O
    1 | -0.71 | -7 | -3 | 1412 | 0 | -4 | 3 | 1.1 | 0 | 101
- COc1ccc(CCN(C)CC(O)c2ccccc2)cc1OC (centres undefined)
    1.3 | 1 | 1 | -30 | 1432 | -1 | 6 | 0 | 1 | 2 | 99
- COc1ccc(C(C)=O)cc1CSc1nc2nc(C)cc(C)n2n1
    1.2 | 1.3 | 6 | -19 | 1507 | -1 | 2 | 1 | 1 | -1 | 100
- CCOC(=O)c1c(C)[nH]c(C(=O)COC(=O)c2ccc(N3CCCC3=O)cc2)c1C
    1 | · | -4 | 4 | 1663 | -2 | 20 | 3 | 1 | -4 | 86
- Cc1ccc(-c2c[n+](CC(=O)N3c4ccccc4Sc4ccccc43)c3n2CCC3)cc1
    0.8 | · | 2 | 15 | 1534 | 11 | -3 | 8 | 1 | -2 | 101
- CC(=O)N1N=C(c2ccc(C)o2)CC1c1ccc(Br)cc1 (centres undefined)
    1 | -0.016 | -27 | -2 | 1541 | 5 | -20 | 3 | 1 | 8 | 120
- COc1cccc(N(C(=O)C2CSC(=O)C2)C(C(=O)NC(C)(C)C)c2ccncc2)c1 (centres undefined)
    0.8 | 0.021 | 9 | 16 | 1443 | 1 | 12 | 6 | 1 | -1 | 95
- O=C(Nc1cccc(F)c1)c1cc(S(=O)(=O)NCCC2=CCCCC2)ccc1F
    1 | · | 5 | 3 | 1551 | -4 | -10 | -12 | 1 | 0 | 105
- COc1ccc(C)cc1NC(=O)CN(C)S(=O)(=O)c1cccs1
    0.9 | 0.97 | 5 | 13 | 1507 | 5 | 22 | 0 | 1.1 | 6 | 87
- N#Cc1ccc(NC(=O)N2CCC(c3nc4c(nnn4Cc4cccc(Cl)c4)c(=O)[nH]3)CC2)cc1
    1.1 | · | 9 | -5 | 1609 | -14 | 1 | -1 | 1 | -6 | 102
- COc1cc2ccc(=O)oc2c(O)c1OCC=C(C)C
    1 | · | 0 | 2 | 1689 | 7 | 7 | 4 | 1 | 7 | 99
- COc1cc(C(=O)Nc2ccc3c(c2)Cc2cc(NC(=O)c4cc(OC)c(OC)c(OC)c4)ccc2-3)cc(OC)c1OC
    1 | · | 2 | 3 | 1758 | 7 | -8 | 8 | 0.9 | 1 | 102
- CCN(CC)S(=O)(=O)c1cc(NC(=O)c2ccc(Br)s2)ccc1C
    1 | -0.41 | -41 | 4 | 1640 | 14 | 19 | 0 | 1 | 7 | 91
- CC(C)CC(=O)NC(=S)NCc1ccccc1
    1 | -0.11 | -4 | 4 | 1617 | 0 | -1 | 2 | 1 | 2 | 103
- CC(C)C(=O)NC(=S)Nc1ccc(S(=O)(=O)NC(C)(C)C)cc1
    0.9 | -0.96 | 6 | 6 | 1501 | -4 | 1 | 8 | 1 | -7 | 99
- C[n+]1ccn(CC(=O)c2ccc(Cl)cc2)c1
    2.5* | -0.02 | -5 | -148 | 1641 | 8 | -8 | -2 | 1 | 5 | 104
- COc1cc(OC)cc(-c2n[nH]c(=S)n2-c2ccc3c(c2)OCCO3)c1
    1 | 1.1 | 4 | -1 | 1582 | 4 | 10 | 8 | 1 | 9 | 98
- COCCN(C(=O)C(F)(F)F)C(C(=O)NC1CCCCC1)c1ccco1 (centres undefined)
    1.1 | 0.039 | -3 | -6 | 1555 | 0 | -4 | 4 | 1 | -6 | 106
- Cc1ccc2c(c1)NC(=O)C(CC(=O)Nc1ccc(CN3CCC(C)CC3)cc1)O2 (centres undefined)
    0.9 | · | -6 | 7 | 1765 | 4 | 5 | 4 | 1.1 | 4 | 100
- Cc1ccc(COc2coc(CO)cc2=O)cc1
    1 | · | -24 | 2 | 1590 | 4 | 1 | 5 | 1 | 4 | 108
- O=C(Nc1cc2c(ccc3ccccc32)oc1=O)C1CCCCC1
    0.9 | -0.58 | 4 | 11 | 1486 | 3 | -29 | 0 | 1 | 1 | 128
- COc1ccc(C(=O)NC2(C(F)(F)F)N=C3SCCN3C2=O)cc1 (centres undefined)
    0.9 | -0.34 | -3 | 8 | 1461 | -5 | 1 | -5 | 1 | -1 | 101
- CC1CCN(C(=O)CSc2nc3[nH]ncc3c(=O)[nH]2)CC1
    1.1 | · | 1 | -7 | 1323 | -5 | -1 | -4 | 1 | -2 | 106
- CC(C)(C)c1ccc(C(=O)O)c(C(=O)c2ccccc2)c1
    1 | 0.57 | -2 | 4 | 1742 | -3 | 4 | 2 | 1 | 1 | 102
- Cc1ccsc1/C=N\NC(=O)CC(=O)NCc1ccccc1
    1.1 | 0.0005 | 2 | -12 | 1427 | -1 | -11 | -5 | 1 | -6 | 110
- Cn1c(SCC(=O)N2CCCc3ccccc32)nnc1-c1ccccc1
    1 | · | -4 | 3 | 1595 | 5 | 13 | 0 | 1 | 11 | 94
- CCN(CC)c1ccc(/C=N/NC(=O)c2c[nH]c3ccccc23)cc1
    1.1 | -0.22 | -21 | -7 | 1678 | 3 | -6 | 0 | 1 | -1 | 104

The final 2 entries of the part above lead into the next.
Fields: bIAP act | ROMK primary | STAT1 inh | bIAP inh | SRC2 TRFRET art | PPARg SRC2 recr | STAT3 blocker | PPARg SRC1 recr | TNAP act hi DEA | PPARg SRC3 recr | STAT3 activator
- Cn1c(SCC(=O)N2CCCc3ccccc32)nnc1-c1ccccc1
    1 | · | -4 | 3 | 1595 | 5 | 13 | 0 | 1 | 11 | 94
- CCN(CC)c1ccc(/C=N/NC(=O)c2c[nH]c3ccccc23)cc1
    1.1 | -0.22 | -21 | -7 | 1678 | 3 | -6 | 0 | 1 | -1 | 104
- O=C(Nc1ccccc1F)C(=O)c1cn(CC(=O)N2CCCCC2)c2ccccc12
    1 | · | -17 | 4 | 1301 | 3 | -5 | 6 | 1 | 3 | 107
- Cc1ccc(OCC(=O)NNC(=O)c2cc3ccccc3o2)cc1C
    1.1 | · | -6 | -7 | 1478 | -6 | 11 | -4 | 1.1 | -6 | 99
- O=C(O)CCc1ccc(-c2cccs2)n1NC(=O)c1ccccc1Br
    1 | -0.71 | -9 | 4 | 1515 | 13 | 4 | 10 | 1 | -2 | 99
- CCN1CCN(S(=O)(=O)c2cc(OC)ccc2OC)CC1
    1.1 | 1 | -1 | -5 | 1503 | 6 | -1 | -2 | 1 | 13 | 104
- COc1cccc(OCCOCCN(C)CCO)c1
    0.9 | 0.14 | 4 | 13 | 1499 | 6 | 5 | 2 | 1 | -2 | 101
- CCCCN(CCCC)c1ccc(C(=O)c2ccccc2C(=O)O)c(O)c1
    1 | · | -11 | 2 | 1543 | -2 | 3 | -1 | 1 | -9 | 101
- CC1(C)NC(=O)N(CCOCCOc2ccccc2-c2ccccc2)C1=O
    1.4 | · | -4 | -36 | 1604 | 4 | 8 | -2 | 1 | -6 | 97
- CCOc1nnnc2c1sc1nc(N3CCOCC3)c3c(c12)CCCC3
    1 | -0.2 | -2 | 4 | 1413 | -3 | 28 | -3 | 1.1 | -8 | 80
- CCN=C(Nc1cccc(F)c1)SC1CC(=O)N(c2ccc(OC)cc2)C1=O (centres undefined)
    1 | -1.4 | -3 | -1 | 1446 | -4 | 3 | 5 | 1 | -5 | 100
- Cc1[nH]n(-c2ccccc2)c(=S)c1C=Nc1ccc([N+](=O)[O-])cc1
    1 | -0.17 | 11 | -4 | 1424 | 11 | -16 | 8 | 1 | 6 | 114
- CC(=O)Nc1ccc(S(=O)(=O)NCC2CCC(C(=O)N3CCN(c4ccccn4)CC3)CC2)cc1 (centres undefined)
    1.1 | -1.8 | 1 | -15 | 1347 | -5 | 4 | -4 | 1.1 | 1 | 99
- COc1cc(OC)cc(C(=O)N[C@H](C(=O)Nc2ccccc2N2CCOCC2)C(C)C)c1
    1 | 1.2 | -2 | 0 | 1484 | 7 | -2 | 7 | 1 | 5 | 102
- COC(=O)c1ccc(CSc2nc3ccccc3[nH]2)o1
    0.9 | · | -5 | 10 | 1556 | 6 | 1 | 8 | 1 | 1 | 102
- Cc1ccc(N2C(=O)CC(c3ccsc3)C3=C2CC(C)(C)CC3=O)cc1 (centres undefined)
    1 | · | -3 | 5 | 1309 | 4 | 2 | 3 | 1 | 4 | 102
- COc1ccc(CNC(=O)c2noc3c2CCCCC3)cc1
    0.9 | · | -5 | 12 | 1433 | -5 | 7 | 0 | 1.1 | 2 | 99
- CCn1c(=O)n(CC(=O)N2CCN(c3ccccc3F)CC2)c(=O)c2ccccc21
    1 | -0.8 | 6 | 0 | 1444 | 4 | 10 | -2 | 1 | -4 | 98
- COc1ccc(/C(O)=C2/C(=O)C(=O)N(CCN(C)C)C2c2ccc(OC)c(OC)c2)c(C)c1 (centres undefined)
    · | · | 4 | · | 1508 | 3 | 6 | -6 | · | 1 | 100
- CCCCCCCCN1C(=O)C(O)=C(C(C)=O)C1c1ccccn1 (centres undefined)
    1 | · | -4 | -1 | 1530 | 8 | 2 | 5 | 1 | -14 | 100
- Cc1cccc(NC(=S)Nc2ccc3cn[nH]c3c2)c1
    0.9 | · | 0 | 5 | 1522 | -2 | 6 | 8 | 1 | -1 | 99
- CCOc1ccc2nc(NC(NC(=O)CC)(C(=O)OC)C(F)(F)F)sc2c1 (centres undefined)
    1.1 | · | 2 | -6 | 1473 | 0 | 12 | -3 | 1 | -4 | 95
- COc1cc(OC)c(NC(=O)CCc2nc(-c3cccs3)no2)cc1Cl
    1 | -0.93 | 0 | 3 | 1492 | -3 | 4 | 0 | 1.1 | 7 | 97
- O=C1CC(=O)N(CCNc2ncc(C(F)(F)F)cc2Cl)C(=O)N1
    1 | · | 1 | -2 | 1520 | 5 | -2 | -1 | 1 | -4 | 111
- COc1cccc(C(=O)NN2c3ccccc3CCc3ccccc32)c1
    0.6 | -0.5 | 1 | 37 | 1607 | 0 | -3 | -5 | 1 | 4 | 102
